CXCR6 inh = CXCR6 (human) receptor inhibition | O00574 | CHO-K1 PathHunter CXCR6 beta-arrestin, luminescence | inhibition, % at 20 µM | 360,000 compounds, 0.36% hits; in the data active = inhibition above about 34%, passing the limit was not always enough;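 note: antagonist mode with CXCL16 agonist at 10 nM final; 0% = 10 nM CXCL16 with DMSO and 100% = unstimulated wells without agonist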
Target sequence (O00574 whole entry, looked up): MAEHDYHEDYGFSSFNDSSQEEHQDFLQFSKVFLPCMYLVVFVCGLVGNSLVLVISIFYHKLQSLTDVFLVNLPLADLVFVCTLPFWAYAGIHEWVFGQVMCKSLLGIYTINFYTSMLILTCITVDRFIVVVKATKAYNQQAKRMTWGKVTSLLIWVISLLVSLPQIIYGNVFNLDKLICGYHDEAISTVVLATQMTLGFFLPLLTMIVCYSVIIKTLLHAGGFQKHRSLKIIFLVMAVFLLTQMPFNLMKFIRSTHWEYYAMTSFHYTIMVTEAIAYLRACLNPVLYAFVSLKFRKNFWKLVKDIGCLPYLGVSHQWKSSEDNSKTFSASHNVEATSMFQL
UBC13 polyUb = inhibitors of human UBC13 polyubiquitin chain formation. P61088. TR-FRET. inhibition, % at 20 µM. 330,000 compounds, 0.47% hits. AID 485273; in the data active = inhibition above about 45%, passing the limit was not always enough; inconclusive = no clear call, values can overlap the other calls
Target sequence (P61088 whole entry, looked up): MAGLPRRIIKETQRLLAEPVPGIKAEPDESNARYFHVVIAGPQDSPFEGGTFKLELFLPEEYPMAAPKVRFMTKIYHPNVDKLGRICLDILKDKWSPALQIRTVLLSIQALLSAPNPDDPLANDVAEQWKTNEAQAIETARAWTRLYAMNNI
APJ agonist = APJ receptor agonism | P35414 | CHO-K1 APJ PathHunter beta-arrestin, luminescence; 0% DMSO wells, 100% apelin | activation, % at 20 µM | 330,000 compounds, 0.11% hits;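 active = activation more than six SD over the plate average, tested at 20 µM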;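 note: 0% = DMSO alone and 100% = apelin-13 at 10 nM; some results filed as inactive read as strong as hits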
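Material: CHO-K1 APJ beta-arrestin complementation cell line; Input: cell density 1000 per well; Incubation: compound stimulation 90 min at 25 °C, detection 60 min; Signal: luminescence from split beta-galactosidase complementation, Galacton Star/Emerald II substrate; Controls: DMSO-only wells as negative, 10 nM Apelin-13 as positive control.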
APJ antagonist = blocks the human apelin receptor APJ; inhibition, % at 20 µM; AID 2521; 330,000 compounds, 0.32% hits; P35414; CHO-K1 APJ beta-arrestin complementation, luminescence;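 active = inhibition above about 40% at 20 µM, limit read from the data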;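 note: cells challenged with 10 nM apelin-13 agonist together with compound; plate controls were apelin-13 plus DMSO wells for no effect and DMSO wells lacking apelin-13 for full effect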
CCR6 antagonist = blocks CCL20-driven beta-arrestin recruitment at human CCR6 | P51684 | CHO-K1 CCR6 PathHunter beta-arrestin, luminescence, CCL20-stimulated | inhibition, % at 20 µM | 340,000 compounds, 0.49% hits | AID 493098;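 active = compounds whose inhibition of the agonist-driven luminescence signal at 20 µM reaches about 50%, limit read from the data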;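 note: cells stimulated with CCL20 at 14 nM final; plate controls were DMSO with CCL20 for no effect and DMSO without agonist for full effect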
EBI2 antag = blocks human EBI2 receptor beta-arrestin signaling. P32249. inhibition, % at 5 µM. AID 651636. EBI2 beta-arrestin recruitment, luminescence, 7a,25-OHC stimulated. 360,000 compounds, 0.81% hits; in the data active = inhibition above about 38%;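 note: enzyme fragment complementation signal reports receptor beta-arrestin coupling in cells; 0% = agonist plus DMSO wells and 100% = wells without agonist; some results beyond the cut were filed as inactive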
Target sequence (P32249 whole entry, looked up, the tested form may be a part): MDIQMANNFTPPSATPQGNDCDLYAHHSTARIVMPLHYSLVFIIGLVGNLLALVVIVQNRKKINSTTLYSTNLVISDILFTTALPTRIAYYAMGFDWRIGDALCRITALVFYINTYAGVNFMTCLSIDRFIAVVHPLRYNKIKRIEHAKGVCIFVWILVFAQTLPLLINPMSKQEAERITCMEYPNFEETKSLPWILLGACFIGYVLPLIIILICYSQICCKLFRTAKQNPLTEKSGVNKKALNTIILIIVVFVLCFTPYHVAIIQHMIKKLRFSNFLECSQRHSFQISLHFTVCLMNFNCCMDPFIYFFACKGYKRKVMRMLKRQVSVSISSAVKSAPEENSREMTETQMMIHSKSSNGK
ATG4B inhibitor = inhibitors of human ATG4B cysteine protease; AID 504462; 340,000 compounds, 0.51% hits; ATG4B cleavage of LC3-PLA2, NBD-HPC fluorescence, 1 h; inhibition, % at 8.33 µM; Q9Y4P1; in the data active = inhibition above about 40%
Gli-Sufu antag = blocks Gli-Sufu signaling in a luciferase reporter; Sufu-KO-LIGHT fibroblasts, Gli luciferase reporter luminescence; inhibition, % at 5 µM; 340,000 compounds, 0.74% hits; AID 588413;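 active = inhibition above about 55%, limit read from the data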;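 note: 0% = DMSO-treated cells and 100% = wells with medium but no cells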
Active calls of the source: *; ? = inconclusive; / = not tested or not shown.

Compound,CXCR6 inh,UBC13 polyUb,APJ agonist,APJ antagonist,CCR6 antagonist,EBI2 antag,ATG4B inhibitor,Gli-Sufu antag
O=C(COc1ccc(F)c(Cl)c1)N1CCN(c2ccccn2)CC1,-1,6,7,11,6,42,1,-2
O=C(N/N=C/c1ccc(-c2cccc([N+](=O)[O-])c2)o1)c1cccs1,-5,-6,-3,-1,3,0,-25,-6
O=C(NCc1cccs1)Nc1cc(Cl)ccc1Cl,-12,-3,-1,-2,5,-2,1,-12
CCOC(=O)N1CCN(C(=O)C(C)c2ccc([N+](=O)[O-])cc2)CC1 (stereo unspecified),1,-8,0,-4,-1,-10,-1,22
CC(=O)c1cccc(S(=O)(=O)N(Cc2cc3cc4c(cc3[nH]c2=O)OCCO4)CC2CCCO2)c1 (stereo unspecified),-1,-8,3,6,2,-6,-2,0
CC(C)(C)OC(=O)C[C@@H]1C/C=C\C[C@@H](CC(=O)N[C@H](CO)Cc2ccccc2)C(=O)NC[C@H](c2ccccc2)OC1=O,0,-6,0,-5,2,-6,4,-3
O=c1[nH]c(=S)c2c(n1-c1ccccc1)CCC2,-3,?,-7,19,-7,3,-7,-1
C#CCn1c(CCNC(=O)c2ccco2)nc2ccccc21,5,-7,-3,-11,6,-5,-6,5
O=C(CCCN1C(=O)c2ccccc2C1=O)Nc1c(C(=O)C2CC2)oc2ccccc12,8,-11,-4,1,22,-3,3,-10
COc1ccccc1NC(=O)N1CCN(C)CC1,-4,-5,-3,6,11,-10,5,-3
COc1ccccc1N(C)S(=O)(=O)c1ccc(C(=O)Nc2cc(F)ccc2C)cc1,1,9,-5,-6,15,3,-4,-14
O=C(CSc1nnc(-c2cccnc2)n1Cc1ccco1)c1ccccc1,-1,-22,1,-10,7,0,2,2
Cc1cnc(C(=O)Nc2ccc(S(=O)(=O)NCC(C)C)cc2)cn1,0,-3,-1,-17,11,6,-3,-12
O=C(NCCCN1CCCC1=O)c1cc(-c2ccc(F)cc2)nc2ccccc12,-1,6,-1,8,-2,-5,-8,6
CCC(C)C(NC(=O)OC(C)(C)C)C(=O)NC(C(=O)N1CCCC1C(N)=O)C(C)CC (stereo unspecified),0,5,-5,13,-11,3,3,-17
COc1ccc(OC)c(S(=O)(=O)N2CCC(C(=O)NC3CCCCC3)CC2)c1,2,-1,-4,7,15,-7,3,-31
COCC(=O)Nc1ccc(N2CCOCC2)c(S(=O)(=O)Nc2ccc(OC)cc2)c1,1,6,-2,1,4,-2,-9,-4
CCC(C)C(NC(=O)c1ccc(Cl)cc1)C(=O)O (stereo unspecified),2,5,-5,5,-3,5,-2,28
COc1ccc(-c2csc(C)n2)cc1OC,-4,-12,-3,3,-3,0,-15,-6
Cc1ccc[n+](C(C)C(=O)c2ccc(Cl)cc2)c1 (stereo unspecified),5,-1,-2,7,-6,-11,1,-12
O=C(CN(Cc1ccc(F)cc1)C(=O)CCC(=O)Nc1ccccn1)NCc1ccco1,0,-1,1,15,8,18,-6,2
CCOc1ccccc1N1CCN(CC(=O)NCCc2ccc(S(N)(=O)=O)cc2)CC1,-1,1,1,-18,9,7,3,-6
Cc1ccccc1-n1nc2c(c1NC(=O)CC(C)C)CS(=O)C2 (stereo unspecified),3,-2,-1,8,9,3,-7,4
Cc1cc(C)cc(NC(=S)N2CCN(c3ccccn3)CC2)c1,4,1,1,-29,2,-5,7,-13
C(=N\Nc1nc(-c2ccccc2)cs1)/c1ccco1,-16,6,10*,-54,-18,-14,10,-41
CCOC(=O)c1csc(NC(=O)COc2ccc(Cl)cc2Cl)n1,8,-5,-3,10,13,-8,-6,-1
COc1ccccc1CN(C)c1ccc(S(=O)(=O)N2CCN(C)CC2)cn1,0,-2,-5,13,5,3,-1,-7
COc1ccc(C(CC(=O)N2CCCC(C)C2)c2c(O)cc(OC)cc2OC)cc1 (stereo unspecified),2,7,6,-3,8,-8,-10,-21
CCOC(=O)C1=C(C)N(C[C@@H]2CC[C@@H](Cc3ccc(-c4ccccc4)cc3)O2)C(=O)NC1c1cccc([N+](=O)[O-])c1 (stereo partly specified),8,/,/,/,7,24,-6,-1
O=C(c1cccs1)N(Cc1nc2sc3c(c2c(=O)[nH]1)CCCC3)C1CCCC1,1,-4,1,7,-13,1,11,-1
O=C(Cc1cccs1)N(c1ccc(Cl)cc1)C1C=CS(=O)(=O)C1 (stereo unspecified),7,0,-3,-13,8,0,-10,9
CCCN(CCC)C(=O)CC(c1ccccc1)c1cc(Br)ccc1O (stereo unspecified),2,-8,-3,-17,17,17,-13,-3
C=CCn1c(N)cc(=O)nc1SCC(=O)Nc1ccc(C)cc1,-2,-2,-4,-13,8,1,0,-2
C=CCn1c(SCc2nc3c(c(=O)[nH]c(=O)n3CCCC)n2CCC)nnc1-c1ccccc1,-2,2,-2,3,25,8,-5,-5
CCCCN(CCCNC(=O)C1CCN(S(=O)(=O)N2CCOCC2)CC1)c1ccccc1,19,-11,-1,6,8,1,-11,4
c1ccc(CCc2cccnc2)cc1,8,/,/,/,0,2,0,-2
C=CCc1c(C)nc(-c2ccccc2)nc1Nc1ccccc1O,-12,8,-9,1,1,17,-4,-32
CC(=O)C(C)Oc1ccc2c3c(c(=O)oc2c1)CCCC3 (stereo unspecified),-4,3,-3,15,20,-7,-19,-9
CCC(C)[C@H](NC(=O)N1CCC(C)CC1)C(=O)O (stereo partly specified),-3,0,-2,7,1,12,-2,-2
Cc1ccc(NC(=O)CN2C(=O)CN(C)C2=O)cc1S(=O)(=O)N1CCCCC1,-20,-1,-2,-11,9,0,-8,-6
Cc1nc(SCC(=O)Nc2ccnc3ccccc23)n[nH]1,-1,6,-3,-1,-1,-10,0,-2
COCCN1CCN(C(=O)C2CCC(=O)N(CCc3ccc(Cl)cc3)C2)CC1 (stereo unspecified),5,-2,4,14,2,-5,3,-5
COc1ccc(-c2cnc3c(c2)CCC3(C#N)C#N)cc1,-5,/,/,/,-2,22,2,52
CCSc1nnc(NC(=O)CSc2c(Cl)cccc2Cl)s1,-6,-9,0,18,-2,-6,-2,1
O=C(COC(=O)C12CC3CC(CC(Br)(C3)C1)C2)N1CCOCC1,0,2,-2,-5,-17,1,-3,-1

Random excerpt: two entries already listed.
Compound,CXCR6 inh,UBC13 polyUb,APJ agonist,APJ antagonist,CCR6 antagonist,EBI2 antag,ATG4B inhibitor,Gli-Sufu antag
O=C(Cc1cccs1)N(c1ccc(Cl)cc1)C1C=CS(=O)(=O)C1 (stereo unspecified),7,0,-3,-13,8,0,-10,9
O=C(COC(=O)C12CC3CC(CC(Br)(C3)C1)C2)N1CCOCC1,0,2,-2,-5,-17,1,-3,-1

Back to the main list with the 2 entries that preceded the break.
Compound,CXCR6 inh,UBC13 polyUb,APJ agonist,APJ antagonist,CCR6 antagonist,EBI2 antag,ATG4B inhibitor,Gli-Sufu antag
CCSc1nnc(NC(=O)CSc2c(Cl)cccc2Cl)s1,-6,-9,0,18,-2,-6,-2,1
O=C(COC(=O)C12CC3CC(CC(Br)(C3)C1)C2)N1CCOCC1,0,2,-2,-5,-17,1,-3,-1
C[C@H](CO)N1C[C@H](C)[C@@H](CN(C)S(C)(=O)=O)Oc2c(NC(=O)Nc3ccccc3)cccc2C1=O,8,-14,1,4,0,-5,6,32
Cc1cccc(NC(=S)Nc2cccc(C)n2)n1,3,4,-2,-3,7,-4,1,-14
COc1ccc(NS(=O)(=O)c2ccc(NC(=O)c3ccc(Br)cc3)cc2)nn1,-2,4,-2,-4,-4,-4,-6,-4
CC1O[C@@H](O[C@H](C)CC[C@@H](C)O[C@H]2OC(C)[C@@H](O)C[C@H]2O)C(O)C[C@H]1O (stereo partly specified),-8,-2,9,-9,1,-19,-11,23
Cc1nn(-c2ccccc2)c(C)c1/C=N\NS(=O)(=O)c1ccc(Cl)cc1,1,-10,-1,-17,10,3,4,3
COC(=O)c1ccc(N(CC(=O)NCC2CCCO2)C(=O)CCC(=O)Nc2cc(C)on2)cc1 (stereo unspecified),-3,2,3,-8,4,-5,-5,25
CCOC(=O)CNC(=O)CSc1nc(Cc2ccccc2)nc2ccccc12,9,41,-2,16,5,1,-7,-11
Cc1ccc(CSc2nnc(-c3ccccc3N)c(=O)[nH]2)cc1,-8,-8,-3,7,-1,-8,10,2
O=C(NCC1CCCO1)c1ccc(Oc2ccc([N+](=O)[O-])cc2Cl)cc1 (stereo unspecified),-6,2,0,-2,2,-18,0,-9
COc1ccc2c(CC(=O)NC(Cc3ccc(Cl)cc3)C(=O)O)cc(=O)oc2c1C (stereo unspecified),-10,2,1,8,-3,-6,-3,1
CC(C)(C)c1ccc(OCCC(=O)OCC(=O)NCc2ccccc2)cc1,-1,2,-4,13,6,3,27,-8
COc1ccccc1-c1csc(NC(=O)c2ccc(N3C(=O)CCC3=O)cc2)n1,-2,5,-3,9,6,5,-15,-4
CC1(C)CC(=O)C2=C(C1)N(c1ccccc1)C(=O)CC2c1ccsc1 (stereo unspecified),-6,5,-4,18,3,0,-11,5
CCN(c1ccccc1)S(=O)(=O)c1ccc(C(=O)NCc2ccco2)cc1,2,4,-6,1,18,6,-11,-28
CCN(C[C@H]1N[C@@](Cc2ccccc2)(C(=O)OC)[C@H]2C(=O)N(C)C(=O)[C@@H]12)C(=O)Nc1ccccc1,-6,5,-2,9,4,-4,-3,-1
Cc1cc(=O)oc2cc(OC(=O)c3ccco3)ccc12,-1,/,/,/,11,-12,-7,-5
CC(C)OCC1CC(CC(=O)NC(=S)Nc2cccc([N+](=O)[O-])c2)C(=O)O1 (stereo unspecified),17,4,2,20,28,-7,1,0
N#Cc1ccc(OCC(=O)NNC(=S)NC(=O)C2CC2)cc1,-2,106*,-6,15,7,-5,1,0
Cc1ccc(S(=O)(=O)N2CCOCC2)cc1NC(=O)CSc1nnnn1C1CCCC1,3,6,-4,7,6,0,-4,3
c1ccc(-c2cn3nc(-c4ccccc4)cnc3n2)cc1,2,/,/,/,-2,-1,0,-88
Cc1cc(/C=C/C(=O)O)c(C)n1-c1ccc(Cl)cc1,-1,-11,2,0,-6,0,4,-6
COc1ccc(NC(C)C(=O)N2CCN(Cc3ccccc3)CC2)cc1 (stereo unspecified),5,-3,-4,1,16,7,14,-13
O=C(CNS(=O)(=O)c1ccc(Cl)cc1)OCC(=O)N1CCCc2ccccc21,8,10,-3,6,-14,-14,-6,-7
CNNCc1ccc(C(=O)NC(C)C)cc1,0,-12,-5,7,7,1,5,1
Cc1ccc(Cl)cc1N(CC(=O)NC(C)c1ccccc1)S(C)(=O)=O (stereo unspecified),0,3,-3,-8,2,-6,2,20
O=C(Cn1c(=O)cnc2ccccc21)N1CCN(S(=O)(=O)c2ccccc2Br)CC1,7,-2,-1,13,3,-7,18,-3
O=C(NCc1cccs1)C1CCCN1C(=O)Nc1ccccc1 (stereo unspecified),-1,-8,2,3,6,-10,0,0
O=C(c1ccccc1Oc1ccc([N+](=O)[O-])cc1)N1CCOCC1,0,3,-5,25,3,-12,-2,0
COc1cccc(CNS(=O)(=O)c2ccc(S(=O)(=O)N3CCCC3)cc2)c1,-4,1,-2,10,1,-1,-13,4
CCN1C(=S)SC(=O)C1=C1C=C(C)OC(C)=C1,19,-48,-5,35,19,10,3,-20
O=C1c2ccccc2S(=O)(=O)N1CCOc1ccc(F)cc1,11,8,-4,7,15,9,-2,-14

The order is random; 3% or so of the library scored in one or more.
